Bioassay records from PubChem.
CR mimetic SO – caloric restriction mimetics inhibiting age-related superoxide in yeast; superoxide response (% of plate mean), % at 10 µM; 330,000 compounds, 0.18% hits; S. cerevisiae aged cells, superoxide DHE fluorescence; stronger effect = lower value;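 active = superoxide response under a set limit, about three screen SD below normal, cut at about 65% in these data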;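 note: yeast aged for seven days with compound at 30 °C before DHE staining; 100% = average MFI of all compound-treated wells on the plate with controls excluded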
AHR act – activators of human aryl hydrocarbon receptor; 320,000 compounds, 2.5% hits; AID 2796; P35869; AHR-responsive luciferase reporter cells, luminescence; activation, % at 5 µM; in the data active = activation above about 47%;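 note: 0% = vehicle wells and 100% = reference agonist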
Target sequence (P35869 whole entry, looked up): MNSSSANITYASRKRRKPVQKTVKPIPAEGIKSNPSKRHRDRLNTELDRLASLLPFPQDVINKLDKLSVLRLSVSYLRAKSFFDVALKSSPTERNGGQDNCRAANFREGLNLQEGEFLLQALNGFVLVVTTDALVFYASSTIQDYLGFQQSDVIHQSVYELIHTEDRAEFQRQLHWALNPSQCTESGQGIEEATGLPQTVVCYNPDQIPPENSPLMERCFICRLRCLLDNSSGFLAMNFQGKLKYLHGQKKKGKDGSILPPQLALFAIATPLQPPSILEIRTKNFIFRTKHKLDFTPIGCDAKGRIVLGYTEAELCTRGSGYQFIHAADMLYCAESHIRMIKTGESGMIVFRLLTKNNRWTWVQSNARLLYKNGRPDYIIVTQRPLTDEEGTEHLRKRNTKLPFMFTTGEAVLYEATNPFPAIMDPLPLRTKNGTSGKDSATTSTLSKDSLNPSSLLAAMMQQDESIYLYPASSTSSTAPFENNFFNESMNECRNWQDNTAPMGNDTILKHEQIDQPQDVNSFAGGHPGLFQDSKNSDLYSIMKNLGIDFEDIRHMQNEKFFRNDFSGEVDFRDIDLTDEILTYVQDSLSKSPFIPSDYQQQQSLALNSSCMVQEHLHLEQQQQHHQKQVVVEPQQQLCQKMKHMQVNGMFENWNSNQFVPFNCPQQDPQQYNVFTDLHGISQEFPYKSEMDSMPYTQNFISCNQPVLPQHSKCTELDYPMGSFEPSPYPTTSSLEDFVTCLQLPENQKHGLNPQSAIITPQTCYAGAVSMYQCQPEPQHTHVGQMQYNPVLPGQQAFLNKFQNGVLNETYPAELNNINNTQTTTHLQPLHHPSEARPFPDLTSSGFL
MEP2 TOR yeast – alters MEP2-GFP fluorescence in TOR pathway yeast screen; GFP response vs DMSO, % at 10 µM; 330,000 compounds, 0.51% hits; S. cerevisiae MEP2-GFP strain, flow cytometry GFP, 3 h; 100% = DMSO control level; AID 2016;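 active = GFP response versus DMSO above a set limit, roughly screen mean plus 3 SD, cut at about 180% in these data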;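 note: median GFP fluorescence of the barcode-gated MEP2-GFP cells per well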
RPL19A-GFP yeast – alters RPL19A-GFP fluorescence in TOR pathway yeast screen. S. cerevisiae RPL19A-GFP strain, flow cytometry, 3 h; stronger effect = lower value. percent response vs DMSO, % at 10 µM. 330,000 compounds, 0.3% hits. AID 2025;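 active = percent response vs DMSO below 50%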;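 note: median channel GFP fluorescence of the barcoded RPL19A-GFP strain; ratio of sample median GFP to plate DMSO average so 100% = DMSO; lower means less RPL19A-GFP as with rapamycin TOR inhibition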
GASC-1 inh – human JMJD2C demethylase inhibition | Q9H3R0 | GST-JMJD2C(1-420) H3K9me3 demethylation, DELFIA europium | inhibition, % at 2.35 µM | 330,000 compounds, 0.069% hits;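 active = more than half of a compound's replicate wells show inhibition beyond 50%, single wells judged on their own value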;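 note: signal counts dimethyl H3K9 product captured on neutravidin plate; 0% = median of DMSO wells and 100% = 0.3 times that DMSO median; strong numbers were not always called active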
proCasp3 act – procaspase-3 (human) activation; P42574; recombinant procaspase-3 D3A, Ac-DEVD-pNA absorbance 405 nm; activation, % at 8.5 µM; 330,000 compounds, 0.11% hits; AID 463141;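 active = activation above the mean of all tested compounds plus 3 SD, cut at about 21% in these data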;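 note: 0% = DMSO alone and 100% = DMSO wells spiked with extra 5 µM PC-3 D3A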
Target sequence (P42574 whole entry D9A/D28A/D175A): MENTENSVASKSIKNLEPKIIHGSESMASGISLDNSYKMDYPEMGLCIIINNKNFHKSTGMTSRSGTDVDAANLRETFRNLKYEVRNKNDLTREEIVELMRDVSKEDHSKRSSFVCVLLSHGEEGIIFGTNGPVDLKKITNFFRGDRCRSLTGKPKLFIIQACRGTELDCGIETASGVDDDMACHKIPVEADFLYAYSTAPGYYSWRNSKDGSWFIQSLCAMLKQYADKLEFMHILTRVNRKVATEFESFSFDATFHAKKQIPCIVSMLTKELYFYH
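Test system: Procaspase-3 D3A mutant, all three cleavage aspartates alanine | Dosing: Single dose, 8.5 µM nominal compound, 0.8% DMSO | Schedule: 1 h preincubation, 2 h reaction | Technique: 405 nm absorbance of p-nitroaniline, reads at 0 and 120 min | Repeats: One well per compound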
proCasp7 act – counter-screen: procaspase-7 (human) activation; activation, % at 8.5 µM; AID 463210; P55210; 330,000 compounds, 0.093% hits; recombinant procaspase-7, Ac-DEVD-pNA absorbance 405 nm; D23A/D198A/D206A triple mutant, cannot self-cleave; scale: DMSO 0, 5 µM enzyme 100;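 active = percent activation above the screen-wide mean plus 3 SD, cut at about 25% in these data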
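Assay system: Uncleavable procaspase-7 mutant enzyme | Input: 2 µM procaspase-7 mutant as dispensed | Timing: 1 h compound preincubation, 2 h substrate cleavage, 25 °C | Repeats: One well per compound | Control set: DMSO wells as 0%, DMSO with 5 µM added PC-7 as 100% | Technique: Epi-absorbance of released pNA at 405 nm, two timepoints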
LAP4 TOR yeast – yeast TOR pathway LAP4-GFP modulation; 320,000 compounds, 0.34% hits; GFP response vs DMSO, % at 10 µM; S. cerevisiae LAP4-GFP multiplex, flow cytometry GFP, 3 h; median GFP as percent of DMSO wells;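 active = GFP response vs DMSO above a set limit, about the screen mean plus 3 SD, cut at about 150% in these data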
* = called active by the depositor; x = not tested or not shown; & = joins results of further samples.

SMILES	CR mimetic SO	AHR act	MEP2 TOR yeast	RPL19A-GFP yeast	GASC-1 inh	proCasp3 act	proCasp7 act	LAP4 TOR yeast
O=C(Nc1nnc(-c2ccc3c(c2)CCCC3)o1)c1ccccc1Cl	134	22	103	99	3	6	-1	108
Cc1cc2[nH]c(=O)c(=O)[nH]c2cc1S(=O)(=O)NC1CCC(C)CC1 (stereo not drawn)	104	0	115	107	3	-1	7	108
Cc1ccc(C)c(C(=O)COC(=O)CN2C(=O)C3C4C=CC(C4)C3C2=O)c1 (stereo not drawn)	95	-3	96	95	-5	6	-3	80
CCCC(C(=O)NCCC(C)C)N(Cc1ccccc1Cl)C(=O)c1snc(C(N)=O)c1N (stereo not drawn)	86	1	101	102	28	9	-4	98
CCSc1nc2sc3c(c2c(=O)[nH]1)CC(C)(C)OC3	102	1	97	104	1	12	6	84
O=C(CCC1CCN(C(=O)c2cccc(Cl)c2F)CC1)Nc1ccccc1	116	13	106	103	-3	1	1	106
Cc1nn(-c2ccccn2)c2nc(-c3cccs3)cc(C(=O)N3CCOCC3)c12	104	-3	103	101	12	5	4	100
CCCCn1c(N)c(N(CCOC)C(=O)CCNC(=O)c2ccc(Cl)cc2)c(=O)[nH]c1=O	88	1	94	97	2	8	12	106
C=CCN1C(=O)/C(=C\C=C2\N(C)c3ccccc3C2(C)C)SC1=S	57*	-1	98	105	-11	0	18	100
CCc1ccc(NC(=O)COc2ccc(/C=C(/C#N)c3nc4ccccc4[nH]3)cc2OC)cc1	98	31	108	106	11	-12	-5	102
COc1cccc2cc(C(=O)N3CCN(c4ncccn4)CC3)c(=O)oc12	100	0	100	105	13	1	-3	101
O=C1C2C3C=CC(C3)C2C(=O)N1CNc1ccccc1 (stereo not drawn)	103	1	111	75	-5	2	5	144
CCC(=O)N1CCCN(S(=O)(=O)c2ccc(C)cc2)C1c1ccc(OC)cc1 (stereo not drawn)	88	0	99	104	17	-10	2	102
CCCCN1C(=S)NC[C@@H]1Cc1cccc2ccccc12	111	6	102	102	5	-2	-1	106
O=C(CN(CC1CCCO1)S(=O)(=O)c1ccc(S(=O)(=O)NCC2CCCO2)cc1)Nc1ccccc1 (stereo not drawn)	89	0	97	94	0	3	-2	92
COc1cccc(OCCCOc2ccc([N+](=O)[O-])cc2Cl)c1	100	12	95	94	4	4	8	98
Cc1ccc(C)c(Cn2c3ccccc3c3cnn(CC(=O)NCc4ccccn4)c(=O)c32)c1	81	1	116	104	-10	-2	2	105
O=C1N(Cc2ccc3c(c2)OCO3)c2ccccc2C1(O)c1c[nH]c2ccccc12 (stereo not drawn)	115	22	104	102	-5	7	-5	101
Cc1c(Cl)cccc1NC(=O)CNc1cccc(S(=O)(=O)N(C)C)c1	92	2	91	100	-15	0	1	108
CCOc1ccc(N2CC(C(=O)Nc3ccc(S(=O)(=O)N4CCCCC4)cc3)CC2=O)cc1 (stereo not drawn)	107	-2	96	93	-10	5	5	100
COc1cc(NC(=S)NC2CC2)c(OC)cc1Cl	82	14	96	102	-14	-1	-2	92
CCN(CC)S(=O)(=O)c1ccc(OC)c(NC(=O)c2cccc([N+](=O)[O-])c2C)c1	97	1	115	98	-6	-3	0	103
Cc1ccc(-c2nn(-c3ccccc3)cc2NC(=O)CCl)cc1	95	3	103	98	0	4	0	102
COc1ccc(C(=O)Nc2ccc([N+](=O)[O-])cn2)cc1OC	112	0	109	108	-7	-2	5	96
CC(=O)Nc1ccc(OCC(O)Cn2nc(C)nc2C)cc1 (stereo not drawn)	105	0	107	103	0	6	6	106
(continued)
SMILES	CR mimetic SO	AHR act	MEP2 TOR yeast	RPL19A-GFP yeast	GASC-1 inh	proCasp3 act	proCasp7 act	LAP4 TOR yeast
CC1(C)CC(=O)c2cc(C(=O)NCc3ccco3)c(=O)n(-c3ccc(Cl)cc3)c2C1	105	-1	106	104	0	0	6	88
CC(=O)c1ccc(N2CCN(S(=O)(=O)c3c(C)[nH]c(C)c3C(=O)N3CCCC3)CC2)cc1	112	0	107	108	1	5	-8	97
CCn1c(SCC(=O)Nc2ccc(C)cc2)nc(O)cc1=O	100	2	96	102	-11	7	-2	104
COc1ccc(-c2onc(C)c2-c2cnn(-c3ccccc3)c2)c(O)c1C	96	10	93	98	-4	-4	3	101
CCOc1cc(NC(=S)NCc2ccco2)c(OCC)cc1NC(C)=O	118	6	93	94	x	1	2	96
Cc1ccc(-n2c(SCC(=O)NCC3CCCO3)nc3c(c2=O)SCC3)cc1 (stereo not drawn)	113	-1	103	97	x	6	8	103
CCc1cc(=O)oc2c(C)c(OCC(=O)NCC3CCC(C(=O)O)CC3)ccc12 (stereo not drawn)	108	0	107	100	16	6	-4	107
COc1ccc(NC(=O)CN2C(=O)C(c3ccccc3)=NC23CCCCCC3)cc1OC	99	1	91	103	-8	12	2	84
Cn1c(N)c(C(=O)COC(=O)C2CC(O)CN2S(=O)(=O)c2ccc(Cl)cc2)c(=O)n(C)c1=O (stereo not drawn)	92	0	102	100	2	11	-3	100
O=[N+]([O-])c1ccc(Oc2ccc(F)cc2Br)c2ccncc12	85	15	92	82	10	4	-1	94
O=C(NCCN1CCN(c2ccccc2)CC1)c1ccc(NC(=O)C2CCCO2)cc1 (stereo not drawn)	108	1	96	96	-1	8	5	86
COc1ccc(N2CCCn3c2nc2c3c(=O)n(Cc3ccccc3)c(=O)n2C)c(OC)c1	103	-1	100	101	2	-9	6	102
CCCCn1c(-c2ccccc2)nnc1-c1ccccc1	105	1	111	95	-3	8	0	108
O=C(NC1CC1)c1c[nH]c2ccc(S(=O)(=O)Nc3cccc(C(F)(F)F)c3)cc2c1=O	106	2	96	96	0	4	-4	92
CN(C)S(=O)(=O)c1ccc(C(=O)N2CCN=C2SCc2ccccc2)cc1	95	0	100	97	-13	12	2	84
O=C(NCc1ccccc1)c1cc[n+](CC(=O)c2cccs2)cc1	101	-5	97	97	7	0	3	101
Cc1ccc(C(=O)NNC(=O)C2CCN(c3nccc(C)n3)CC2)cc1	103	-2	100	99	-2	-4	2	102
S=C(NCCc1ccncc1)Nc1cccc2ccccc12	97	14	96	93	-4	4	-1	95
CCCCC1CCC(C(=O)N(C)CC(=O)Nc2cccc(OC)c2)CC1 (stereo not drawn)	120	2	98	99	6	-2	-8	99
O=C(Nc1cccc(Cl)c1)c1nc[nH]c1C(=O)N1CCN(c2ccccc2)CC1	102	4	96	96	-2	2	7	101
Cc1cc(NC(=O)C2CCCO2)ccc1Br (stereo not drawn)	102	1	96	97	-9	-1	1	105
CCc1ccc(C(=O)NC(CCSC)C(=O)O)cc1 (stereo not drawn)	102	-1	102	101	-5	-7	4	87
COc1cccc(NC(=O)CN2C(=O)NC(C)(C3CC3)C2=O)c1 (stereo not drawn)	104	2	99	91	0	0	0	100
CCc1nn2c(N3CCOCC3)cc(C)nc2c1-c1ccc(F)cc1	95	17	106	97	31	5	6	93
CCOC(=O)C1CCCN(c2c(NCCc3ccccc3)c(=O)c2=O)C1 (stereo not drawn)	102	5	101	96	0	0	8	100
Further compounds follow.
SMILES	CR mimetic SO	AHR act	MEP2 TOR yeast	RPL19A-GFP yeast	GASC-1 inh	proCasp3 act	proCasp7 act	LAP4 TOR yeast
COC(=O)c1ccc2c(=O)n(Cc3ccc(C(=O)NCCCN4CCOCC4)cc3)c(=S)[nH]c2c1	117	1	97	105	-1	2	9	95
COc1ccc(CNC(=O)/C=C/c2cc([N+](=O)[O-])ccc2OC(F)F)cc1	98	1	111	105	-14	-3	8	109
CN(CCO)CC(O)CN(c1ccccc1)c1ccccc1 (stereo not drawn)	91	0	105	95	-23	-4	2	109
CCC(C)(C)n1nnnc1C(c1cc2ccc(OC)cc2[nH]c1=O)N1CCCCC1 (stereo not drawn)	91	2	101	100	-43	-2	-11	98
COCCN=C1OC(=O)N2C(=O)C3=C4[C@@H](C[C@H]5C(=O)N(c6ccccc6)C(=O)[C@H]5[C@H]4[C@@]12Cc1ccccc1)[C@H]1C(=O)N(c2ccccc2)C(=O)[C@H]1[C@H]3C	97	7	104	106	8	0	-2	105
CCSc1nnc(-c2cc(Br)ccc2N=Cc2c(C)[nH]n(-c3ccccc3)c2=O)c(=O)[nH]1	115	3	95	93	5	-2	-14	97
CCN(CC)CCCNc1cc(C(F)(F)F)c(C#N)c2nc3ccccc3n12	83	16	102	102	9	-3	-2	108
CCCc1cc(=O)[nH]c(SCC(=O)Nc2cc(S(=O)(=O)N3CCCCC3)ccc2C)n1	97	-1	106	102	4	14	-3	104
O=C(Nc1ccc(S(=O)(=O)N2CCOCC2)cc1)c1ccco1	102	2	99	101	-1	0	9	88
CSc1nnc(C2CCN(CC(=O)Nc3ccccc3N3CCOCC3)CC2)n1C	98	-1	102	100	6	-11	-4	91
CC(C)(C)c1ccc(-c2nc(C#N)c(N3CCC(C(N)=O)CC3)o2)cc1	121	6	101	99	-8	1	18	91
Cn1c(NC(=O)c2ccco2)c(-c2ccccc2)c(=O)c2ccccc21	105	1	94	97	-28	-9	8	98
Cc1sc2nc(C)n(/N=C/c3ccccc3O)c(=O)c2c1C	141	2	106	105	12	-1	-9	105
Cc1ccccc1N1CCN(C(=O)NCc2cccc(Cl)c2)CC1	101	1	103	102	11	9	-7	92
COc1ccc(N(CC(=O)NCCc2cccc(C)c2)S(=O)(=O)c2c(C)noc2C)cc1	115	5	108	101	8	4	-8	102
CCCSc1nc2c(c(=O)n(C)c(=O)n2C)n1C	114	7	102	102	2	8	1	95
COc1ccc(NC(=O)c2oc3cc(C)c(C)cc3c2C)c(OC)c1	104	34	98	100	4	7	-1	99
Cc1cccc2cc(CN(Cc3ccco3)C(c3nnnn3CCc3ccccc3)C(C)C)c(=O)[nH]c12 (stereo not drawn)	96	8	113	111	8&3	0	1	106
COc1ccccc1N1CCN(C2CCCN(C(=O)c3oc(C)cc3C)C2)CC1 (stereo not drawn)	114	0	101	97	-20	1	-11	104
Cc1ccccc1C1C(C#N)=C(N)N(N(C)C)C2=C1C(=O)CC(C)(C)C2 (stereo not drawn)	100	1	100	107	7	4	-2	101
COc1cc(/C(O)=C(\C#N)c2nc3ccccc3[nH]2)cc(OC)c1OC	102	x	110	104	-4	x	x	97
O=C(NCc1cccs1)C(=O)c1c[nH]c2ccccc12	86	-1	98	102	1	2	3	95
CCOC(=O)C1=C(c2ccccc2)N(C)C(=O)NC1c1ccc(O)c(OC)c1 (stereo not drawn)	85	2	102	95	8	-7	8	93

3 of the compounds above, field by field.
> COc1ccc(CNC(=O)/C=C/c2cc([N+](=O)[O-])ccc2OC(F)F)cc1
  CR mimetic SO = 98 | AHR act = 1 | MEP2 TOR yeast = 111 | RPL19A-GFP yeast = 105 | GASC-1 inh = -14 | proCasp3 act = -3 | proCasp7 act = 8 | LAP4 TOR yeast = 109

> CN(CCO)CC(O)CN(c1ccccc1)c1ccccc1 (stereo not drawn)
  CR mimetic SO = 91 | AHR act = 0 | MEP2 TOR yeast = 105 | RPL19A-GFP yeast = 95 | GASC-1 inh = -23 | proCasp3 act = -4 | proCasp7 act = 2 | LAP4 TOR yeast = 109

> CCC(C)(C)n1nnnc1C(c1cc2ccc(OC)cc2[nH]c1=O)N1CCCCC1 (stereo not drawn)
  CR mimetic SO = 91 | AHR act = 2 | MEP2 TOR yeast = 101 | RPL19A-GFP yeast = 100 | GASC-1 inh = -43 | proCasp3 act = -2 | proCasp7 act = -11 | LAP4 TOR yeast = 98
